Screening results deposited in PubChem by several laboratories.
Pemphigus Ab inh = blocks pemphigus antibody binding to human desmoglein-3; P32926; DSG3-coupled beads, scFv-anti-DSG3-GFP binding, flow cytometry; active compounds read low; binding (percent of control), % at 10 µM; 0.48% of 310,000 active; AID 588358;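 active means binding more than 3 SD below its plate's average and above zero; inconclusive means below that plate limit but binding exactly zero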;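 further: hits lower antibody fragment binding to DSG3; some compounds called inactive have numbers as strong as hits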
Wnt bcat act = Wnt/beta-catenin pathway activation | AID 743398 | Wnt/beta-catenin reporter cell assay, activator, plate reader | activation, % at 9.35 µM | 1.2% of 300,000 active; in the data active means activation above about 30%, passing the limit was not always enough; inconclusive means no clear call, values can overlap the other calls;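 further: 0% = neutral control wells and 100% = positive control wells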
Arrestin-AP2 inh = human beta-arrestin and AP2 interaction inhibition. FITC-arrestin peptide / GST-AP2 beads, flow cytometry; AP2 beta2 appendage carries R879A mutation. inhibition, % at 10 µM. 0.31% of 340,000 active. AID 504490;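 active means inhibition above a set limit, near 3 SD of compounds lacking own fluorescence, cut at about 54% in these data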;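 further: plate controls were DMSO wells for no effect and 5 µM unlabelled arrestin peptide for full effect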
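Assay system: GST-AP2 R879A bound to glutathione beads, E. coli-expressed; Medium: PBS with 0.05% Tween 20 and 0.1% BSA; Also added: fluorescein-tagged arrestin peptide at 50 nM final; Timing: 12 min plus 1 h, RT; Measured by: flow cytometry, FL1 (488/535 nm); Evaluation: percent drop in bead-associated FITC signal.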
OPRM1-OPRD1 inv = mu-delta opioid heterodimer inverse agonism; P35372+P41143; cell-based MOR-DOR heterodimer luminescence; inhibition, % at 9.3 µM; 0.21% of 340,000 active; in the data active means inhibition above about 22%, passing the limit was not always enough;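 further: 0% = cells with DMSO and 100% = wells without cells with DMSO; values of inactives mirror those of a sister screen read the other way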
Keap1 Nrf2 FP = disrupts human Keap1 binding to Nrf2 peptide; Q14145; 0.15% of 340,000 active; Keap1 Kelch-Nrf2 peptide fluorescence polarization, 1536-well; AID 504523; inhibition, % at 9.4 µM; in the data active means inhibition above about 12%; inconclusive means no clear call, values can overlap the other calls; inactive means below about 7.3%;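 further: human Keap1 Kelch domain with fluorescein labeled Nrf2 9mer peptide probe; 0% = neutral control wells and 100% = peptide positive control; higher means more block of Keap1 binding to Nrf2 peptide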
Target sequence (Q14145 whole entry, looked up, the tested form may be a part): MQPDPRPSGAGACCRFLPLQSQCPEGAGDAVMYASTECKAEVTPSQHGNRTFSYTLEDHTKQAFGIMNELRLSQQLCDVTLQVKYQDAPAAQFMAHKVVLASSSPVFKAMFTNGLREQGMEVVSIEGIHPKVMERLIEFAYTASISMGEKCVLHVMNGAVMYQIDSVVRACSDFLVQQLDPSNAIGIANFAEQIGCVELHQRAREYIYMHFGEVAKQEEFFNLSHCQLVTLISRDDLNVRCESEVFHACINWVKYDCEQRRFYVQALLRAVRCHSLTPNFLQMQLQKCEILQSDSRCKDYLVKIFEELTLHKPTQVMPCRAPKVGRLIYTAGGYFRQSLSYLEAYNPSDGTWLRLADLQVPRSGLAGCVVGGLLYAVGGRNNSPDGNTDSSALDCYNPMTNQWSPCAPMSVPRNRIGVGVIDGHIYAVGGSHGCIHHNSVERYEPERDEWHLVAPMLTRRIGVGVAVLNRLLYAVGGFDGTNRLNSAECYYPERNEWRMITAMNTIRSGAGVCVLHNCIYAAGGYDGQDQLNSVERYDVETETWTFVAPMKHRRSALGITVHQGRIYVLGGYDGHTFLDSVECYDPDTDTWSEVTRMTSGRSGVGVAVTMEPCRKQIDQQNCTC
RTF Ca sens act = cardiac RTF calcium sensitization; P19429+P45379; IANBD-labeled TnC RTF fluorescence at EC20 calcium; 0% EC20 calcium, 100% full calcium; activation, % at 7.2 µM; 0.24% of 340,000 active; AID 493008;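 active means activation above the mean over all tested compounds plus 3 SD, cut at about 30% in these data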;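 further: rise in fluorescence read as greater calcium sensitivity of cardiac thin filaments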
V-ATPase pH = regulators of yeast V-ATPase proton transport. AID 504577. 0.37% of 350,000 active. S. cerevisiae, pHLuorin cytosolic pH fluorescence. response, % at 10 µM; in the data active means response mostly above about 7.3%, no sharp cut-off; inactive means mostly below about 5.4%; further: actives read high; inactives centre near 0; some compounds called inactive have numbers as strong as hits; reference of the scale not given here
OPRM1-OPRD1 ag = agonists of human mu-delta opioid receptor heterodimerization | P35372+P41143 | cells, OPRM1-OPRD1 heterodimerization, luminescence | activation, % at 9.3 µM | 0.3% of 340,000 active; in the data active means activation above about 18%;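 further: 0% = vehicle-treated cells and 100% = reference agonist; values of inactives mirror those of a sister screen read the other way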
C-LANA FP = KSHV C-LANA DNA binding inhibition; MBP-C-LANA/FAM-LBS DNA binding, fluorescence polarization; inhibition, % at 9 µM; 0.078% of 340,000 active;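 active means highest replicate inhibition at or above 60% at 9 µM, even if other replicates fall short; inactive means all replicates below 60% inhibition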;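 further: 0% = neutral control wells and 100% = 4 µM acridine orange control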
RTF Ca sens inh = cardiac RTF calcium desensitization; IANBD-labeled cardiac RTF, Ca2+ fluorescence; inhibition, % at 7.15 µM; 0.12% of 340,000 active; AID 493244;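 active means inhibition above the mean inhibition of all tested compounds plus 3 SD, cut at about 17% in these data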;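 further: assay run at fixed EC70 calcium of 1.6 mM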
Numbers without * were called inactive; u = inconclusive; x = not tested or not shown.

SMILES	Pemphigus Ab inh	Wnt bcat act	Arrestin-AP2 inh	OPRM1-OPRD1 inv	Keap1 Nrf2 FP	RTF Ca sens act	V-ATPase pH	OPRM1-OPRD1 ag	C-LANA FP	RTF Ca sens inh
COc1ccc2cc(C=O)n(C)c2c1	94	-1	-16	7	0	0	2	-1.2	0.8	-3
O=C(NCCc1ccccc1)C1CCCN1S(=O)(=O)c1ccc(Cl)cc1 (centres undefined)	100	-2	14	-1	-4	2	-4	0.1	-0.1	-2
CC(=O)N1CCc2c(sc(NC(=O)c3ccc4c(c3)OCCO4)c2C#N)C1	98	-6	21	10	-2	3	-4	-1.9	-0.8	-5
COc1cc(SC)ccc1C(=O)Nc1ccc(S(=O)(=O)N2CCCC2)cc1	102	x	0	13	-7	-2	-1	-2.3	1.3	-2
CCCCCc1c(O)nc(SCCN2CCOCC2)[nH]c1=O	97	-1	-9	17	0	-8	1	-3.4	0.1	1
CN(Cc1ccccc1)S(=O)(=O)c1ccc(NC(=S)NC(=O)C(C)(C)C)cc1	100	-4	7	7	3	-6	3	-1.2	-0.3	2
Cc1csc2c(=O)n(CCO)c(=O)[nH]c12	94	0	6	x	1	x	1	x	1.9	x
O=c1c2c3c(sc2ncn1/N=C/c1cccnc1)CCCC3	102	6	7	1	-8	7	-1	-0.2	15	-13
CCN(CC(=O)Nc1ccc(OC)cc1)CC(=O)Nc1ccc2c(c1)OCO2	x	-2	19	9	6	5	-2	-2.3	-1.8	-9
Nc1nnc(SC2CC(=O)N(c3ccccc3)C2=O)s1 (centres undefined)	92	x	-3	7	-1	-3	-3	-1.3	0.2	-5
CC(=O)Oc1ccc(C(=O)NC(C)CCc2ccccc2)cc1 (centres undefined)	115	2	47	17	-1	0	-3	-3.6	0.9	4
CCCOc1ccc(C(=O)Nc2cc(S(=O)(=O)N3CCOCC3)ccc2N2CCOCC2)cc1	103	-1	-1	16	-4	1	1	-4.2	-1.3	-3
CC(C)Cn1c(SCC(=O)Nc2ccc(Cl)cc2F)nc(O)cc1=O	120	-1	3	12	-6	5	-2	-2.3	-1.1	-1
CCNC(=O)COC(=O)/C=C/c1c(C)nn(Cc2cccc(OC)c2)c1Cl	x	-1	4	2	-1	0	4	-0.5	-0.8	0
Cc1ccc(S(=O)(=O)N2CCN(C(=S)NCC3CCCO3)CC2)cc1 (centres undefined)	99	-1	21	0	-1	-4	-1	0.1	1.3	-2
Cc1ccc(OCc2cc(C(=O)N3CCc4sccc4C3)no2)cc1C	109	3	-11	-9	-4	6	2	1.7	-0.4	-6
CCCCN(C(=O)c1ccc2c(c1)NC(=O)CS2)c1ccccc1	103	-3	-30	0	-4	-4	6	0.0	1.5	-6
CCS(=O)(=O)c1ccc(O)c(NC(=O)COc2ccccc2)c1	100	x	7	14	2	-6	-5	-2.7	-0.8	-1
O=C(NOCc1ccccc1)c1ccc([N+](=O)[O-])cc1	107	38*	8	5	2	-5	-2	-1.3	2.1	-10
Cc1ccc(-c2cc(Cc3ccncc3)c(=O)[nH]n2)cc1	97	-2	41	x	-3	x	4	x	0.4	x
C[C@H](CO)N1C[C@H](C)[C@@H](CN(C)S(=O)(=O)c2cccs2)Oc2c(NS(=O)(=O)c3ccccc3)cccc2C1=O	98	2	7	2	-2	10	-2	-0.4	-2.0	-11
CCCCC(CC)C(=O)O (centres undefined)	101	-1	19	17	1	3	-3	-3.1	0.4	-6
COc1ccc(CCn2c(-c3cccc([N+](=O)[O-])c3)nc3nc4ccccc4nc32)cc1	89	17	7	22	2	0	-62	-4.3	-0.2	-7
Cc1ccc(-n2nnnc2SCC(=O)N2CCCCC2)cc1	x	4	7	6	2	4	-2	-1.2	0.2	-6
COC(=O)C1C(c2ccc(OC)c(OC)c2)NC(c2ccc(OC)c(OC)c2)C(C(=O)OC)S1(=O)=O (centres undefined)	122	0	22	9	-1	-6	8	-1.5	-1.6	2

The list continues:
SMILES	Pemphigus Ab inh	Wnt bcat act	Arrestin-AP2 inh	OPRM1-OPRD1 inv	Keap1 Nrf2 FP	RTF Ca sens act	V-ATPase pH	OPRM1-OPRD1 ag	C-LANA FP	RTF Ca sens inh
CCC(C(=O)N1CCOCC1)n1nc(C)c2sc3ccccc3c2c1=O (centres undefined)	96	2	14	15	-5	-3	2	-3.0	0.4	7
CCCC1(C)C(C#N)C(=O)NC(=O)C1C#N (centres undefined)	x	1	-6	3	-2	-5	0	-0.7	1.4	1
COc1ccc(-c2nc(NC(=O)CCNC(=O)c3ccco3)sc2C)cc1	98	0	13	5	0	-5	-2	-0.9	-0.3	-2
CCc1nnc(NC(=O)CSc2nc3c(cc2C#N)CCCC3)s1	x	x	0	14	-5	-2	-2	-2.7	-2.2	-4
CNS(=O)(=O)c1cccc(C(=O)OCC(=O)c2c(N)n(Cc3ccccc3)c(=O)n(C)c2=O)c1	109	-9	5	15	1	-5	1	-3.9	2.9	5
O=C(CSc1ccc(-c2cccs2)nn1)c1cccs1	98	2	-7	4	2	-1	-2	-0.9	0.5	-8
COc1cc(C)cc2c1OC(c1ccccc1)CC2=O (centres undefined)	95	17	2	16	0	-9	-1	-3.2	-1.4	6
Fc1cccc(/C=N/Nc2ccc3ccccc3n2)c1	100	13	-2	-12	-5	2	-1	2.3	-0.3	-2
Cc1nn2c(NCCCN3CCOCC3)c3c(nc2c1-c1ccccc1)CCC3	x	x	24	22	0	-4	1	-3.6	-1.1	11
COc1ccc(CC(=O)Nc2ccc3c(c2)CCC3)cc1	87	x	-1	5	-3	9	5	-0.9	-0.7	4
CCc1cc(C(=O)N/N=C/c2ccc(O)cc2O)c2ccccc2n1	96	-3	-13	-7	-2	-5	-2	1.3	-1.2	-8
Cc1cnc(NC(=O)c2ccc(-c3ccc([N+](=O)[O-])cc3)o2)s1	97	6	5	-17	-3	-1	-2	4.4	0.8	-7
O=C(NC1CCCCCC1)C1CCN(C(=O)c2ccc(Cl)cc2)CC1	107	-3	23	0	4	8	2	0.1	-0.2	-6
COc1ccc(C(CNC(=O)COc2c(C)cc(C)cc2C)N2CCOCC2)cc1 (centres undefined)	110	4	-3	-9	0	-4	-2	2.3	1.5	-4
CCOc1ccccc1N(CC(=O)NC1CCCC1)C(=O)CCCC(=O)Nc1ccccn1	102	x	34	19	-1	-6	2	-3.3	0.5	7
O=C(NC(=S)NNC(=O)c1cccs1)c1ccc(Br)o1	125	0	0	5	-9	4	0	-0.9	1.2	-6
COc1cc(C(=O)Nc2nc(-c3ccc(Cl)cc3)c(C)s2)ccc1OCC(=O)Nc1ccc(F)cc1	96	x	6	-6	-4	-1	-1	1.0	0.9	-7
CC(C)(C)c1ccc(C(=O)/C=C2\NC(=O)CS2)cc1	x	3	7	-3	-4	0	0	0.7	-1.0	5
O=C(NC1(c2ccccc2)CC1)C1CCC(=O)N(Cc2ccc(Cl)cc2)C1 (centres undefined)	104	2	-13	14	-2	2	3	-2.8	1.5	-1
c1ccc2nc3c(nc2c1)OCC1CCCCN31 (centres undefined)	96	22	4	4	-1	0	5	-0.8	0.8	-5
c1ccc(Nc2nc3ccccc3n3nnnc23)cc1	124	13	2	-51	24*	3	-2	8.6	12	-12
Nc1c(N(Cc2ccco2)C(=O)c2ccc(Cl)cc2)c(=O)[nH]c(=O)n1Cc1ccccc1	91	-9	0	19	-1	1	0	-4.4	1.6	-12
CCn1c(CC(=O)Nc2ccccc2)nnc1SCc1nc2ccccc2c(=O)[nH]1	106	0	5	8	-1	8	-2	-1.5	1.8	0
Cc1ccc(S(=O)(=O)Oc2ccccc2/C=C2\SC(=O)NC2=O)cc1	93	x	15	14	2	-3	5	-3.0	0.5	-2
Cc1cc(OCC(=O)NCc2cccnc2)c2c(C)cc(=O)oc2c1	x	-1	27	11	2	-2	2	-2.1	-0.4	-2

Further compounds follow.
SMILES	Pemphigus Ab inh	Wnt bcat act	Arrestin-AP2 inh	OPRM1-OPRD1 inv	Keap1 Nrf2 FP	RTF Ca sens act	V-ATPase pH	OPRM1-OPRD1 ag	C-LANA FP	RTF Ca sens inh
Cc1ccccc1-c1nc(CS(=O)(=O)CC(=O)NCc2ccccc2)c(C)o1	101	3	5	-10	-1	6	3	1.7	0.7	-8
Cn1cc(S(=O)(=O)N2CCN(Cc3ccccc3)CC2)c(=O)n(C)c1=O	107	-1	6	-8	0	3	-5	1.4	-2.3	-4
O=C(Nc1ccccc1)c1cccc(N2CCCC2=O)c1	92	x	-6	4	6	-2	-9	-0.7	-4.5	0
O=C(CCSc1nnc(-c2ccncc2)o1)Nc1ccccc1Cl	105	x	5	-1	-3	-2	-4	0.3	-1.5	-6
O=C(CSc1nnc(Cn2nnc(-c3ccccc3)n2)n1-c1ccccc1)Nc1ccccc1	x	-8	9	-10	2	10	0	1.7	0.2	-6
CCOc1ccc2nc(NC(=O)CSc3ccccc3)sc2c1	82	x	17	-21	3	-5	2	3.7	1.6	-1
Clc1ccc2c(c1)CNc1c(ncnc1N1CCOCC1)O2	106	x	20	8	0	0	1	-1.3	-1.7	2
Cc1ccc(Nc2nc(N)nc(COC(=O)C3=COCCO3)n2)cc1	102	u	-3	-1	-4	-3	3	0.2	0.4	-7
CCCCNC(=O)CCn1c(=O)c2ccccc2n(Cc2ccccc2C)c1=O	105	-2	21	12	5	-2	-3	-2.3	-0.7	-3
CCN1C(=O)/C(=C/C=C2\N(CC)c3cc(S(=O)(=O)N(C)C)ccc3N2c2ccccc2)SC1=S	124	9	48	20	-12	166*	1	-3.8	-2.7	-176
CCOc1ccccc1NCc1nnc(-c2ccccc2)o1	110	4	-1	3	-7	7	4	-0.6	-1.2	-7
O=C(Nc1nnc(CC(c2ccccc2)c2ccccc2)s1)c1ccco1	78	-8	8	-12	-1	7	5	2.4	1.1	-1
CS(=O)(=O)N(CC(=O)NCCSCc1ccccc1Cl)c1ccc(F)cc1	109	-2	9	-5	-2	-5	2	1.0	0.1	-5
N#Cc1nc(-c2ccco2)oc1NCc1ccccc1Cl	107	2	9	x	x	x	-1	x	x	x
Cc1cccc(N(C(=O)CNC(=O)c2ccco2)C(C(=O)NC2CCCC2)c2cccnc2)c1C (centres undefined)	x	2	1	8	-1	-4	0	-1.3	0.4	-6
CCOC(=O)c1c(C)n(CCOc2ccccc2)c2ccc(O)cc12	84	3	-10	-5	2	0	-3	1.2	2.6	-7
CCCN(CCC)C(=O)C1CCC(CNS(=O)(=O)c2cccc3nsnc23)CC1 (centres undefined)	90	0	-1	4	-2	-7	2	-0.7	-1.6	2
CCOC(=S)SCc1cn2ccc(C)cc2n1	114	3	28	11	1	5	-3	-2.0	-1.6	-13
CCNC(=S)N/N=C/c1ccccc1[N+](=O)[O-]	95	-2	2	6	-5	-4	-1	-1.1	1.2	-7
Cc1cccc(/C(N)=N/OC(=O)N2CCOCC2)c1	100	x	33	5	0	-11	4	-0.9	-0.1	-15
COc1ccc(CN2CC(=O)N(c3ccccc3C)C2=S)cc1OC	106	-1	1	-4	3	1	-2	0.8	-0.1	0
O=C(CN1CCN(c2ccc(F)cc2)CC1)N(C1CCCC1)C1CCS(=O)(=O)C1 (centres undefined)	110	0	-4	5	1	-5	4	-1.2	1.2	-11
